# Screening data (PubChem BioAssay)
# M1 ag = human M1 muscarinic receptor agonism. 0.33% of 360,000 active. AID 588814. CHO-K1 hM1, Fluo-8 calcium fluorescence, agonist mode; 0% DMSO, 100% acetylcholine EC100. P11229. activation, % at 3 µM;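 active means activation above the run's mean compound activation plus 3 SD, cut at about 16% in these data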;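 further: peak over basal fluorescence ratio within a 140 s kinetic read after compound addition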
# Target sequence (P11229 whole entry, looked up): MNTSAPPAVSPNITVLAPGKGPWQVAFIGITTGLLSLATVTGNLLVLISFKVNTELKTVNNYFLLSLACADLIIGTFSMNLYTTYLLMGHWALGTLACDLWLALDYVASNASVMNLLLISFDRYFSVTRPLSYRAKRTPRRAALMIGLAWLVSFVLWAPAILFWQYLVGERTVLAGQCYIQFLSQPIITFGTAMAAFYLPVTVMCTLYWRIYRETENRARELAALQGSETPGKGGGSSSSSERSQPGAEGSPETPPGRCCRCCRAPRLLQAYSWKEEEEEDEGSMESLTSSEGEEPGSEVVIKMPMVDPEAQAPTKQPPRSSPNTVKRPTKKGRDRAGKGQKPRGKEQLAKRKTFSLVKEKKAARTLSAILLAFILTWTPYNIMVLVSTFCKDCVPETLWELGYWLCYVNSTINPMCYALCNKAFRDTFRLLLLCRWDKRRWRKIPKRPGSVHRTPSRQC
# CHRM4 agonist = agonists of human muscarinic M4 receptor (CHRM4); P08173; CHO-K1 hM4/Gqi5, Fluo-8 calcium fluorescence; vehicle 0%, full acetylcholine response 100%; activation, % at 3 µM; 0.14% of 360,000 active; AID 624127;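 active means activation above the run mean over all test wells plus 3 SD, cut at about 32% in these data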;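 further: peak over basal fluorescence ratio per well then scaled between controls; 0% = DMSO wells and 100% = acetylcholine at EC100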
# CHO parental Ca = counter-screen: ATP calcium response change in parental CHO cells; parental CHO-K1, ATP-induced calcium, Fluo-8 fluorescence; AID 463079; 0.63% of 330,000 active; inhibition, % at 5.6 µM;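 active means inhibition above that plate's mean sample inhibition plus 3 SD, cut at about 26% in these data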;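 further: 0% = ATP-challenged DMSO wells and 100% = DMSO wells without ATP; some compounds past the cut are filed as inactive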
#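 material = parental CHO cells | also added = ATP as calcium-mobilizing challenge | dosing = single point at 5.6 µM | detection = intracellular calcium via Fluo-8 no-wash fluorescent dye | read-out = % inhibition | benchmarks = low control ATP plus DMSO, high control DMSO only | repeats = one well per compound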
# CHRM4 antagonist = antagonists of human muscarinic M4 receptor (CHRM4) | CHO-hM4 cells, ACh EC80, Fluo-8 calcium fluorescence | P08173 | AID 624125 | 0.73% of 360,000 active | inhibition, % at 3 µM;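 active means inhibition above its plate's cutoff, the mean inhibition of sample wells plus 3 SD, cut at about 27% in these data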;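 further: 0% = acetylcholine EC80 with DMSO and 100% = DMSO without agonist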
# M1 PAM = potentiates human M1 receptor response to acetylcholine; P11229; 0.088% of 360,000 active; activation, % at 3 µM; AID 588819; CHO-K1 hM1, Fluo-8 calcium fluorescence, ACh EC20; 0% = ACh EC20, 100% = maximal ACh; in the data active means activation above about 19%, passing the limit was not always enough
# M1 antag = human CHRM1 antagonism | inhibition, % at 3 µM | AID 588852 | 1.3% of 360,000 active | P11229 | CHO-K1 hM1, Fluo-8 calcium fluorescence, ACh EC80 antagonist;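 active means percent inhibition above its own plate's cutoff, namely the mean of that plate's compound wells plus 3 SD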;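 further: peak over basal fluorescence ratio during 140 s after agonist addition; 0% = ACh EC80 plus DMSO and 100% = DMSO alone without agonist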
# CHO-K1 Ca antag = nonselective inhibitor or artifact in parental CHO-K1 cells; ATP-induced calcium, Fluo-8 fluorescence; inhibition, % at 3 µM; 0.6% of 360,000 active; AID 602250;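 active means inhibition above a per-plate cutoff, the plate's mean sample inhibition plus 3 SD, cut at about 24% in these data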;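 further: 0% = DMSO plus EC80 ATP and 100% = DMSO alone without ATP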
# OXTR potentiator = potentiators of human oxytocin receptor; CHO-OTR cells, Fluo-8 calcium fluorescence, potentiator mode; 0% = oxytocin EC15, 100% = EC100; activation, % at 3 µM; 0.061% of 320,000 active;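 active means activation above that plate's cutoff, the mean activation of tested compounds plus 3 SD, cut at about 6.6% in these data, passing the limit was not always enough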;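 further: 100% uses oxytocin at 75 nM as the full agonist control; some results filed as inactive read as strong as hits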
# Target sequence (P30559 whole entry, looked up): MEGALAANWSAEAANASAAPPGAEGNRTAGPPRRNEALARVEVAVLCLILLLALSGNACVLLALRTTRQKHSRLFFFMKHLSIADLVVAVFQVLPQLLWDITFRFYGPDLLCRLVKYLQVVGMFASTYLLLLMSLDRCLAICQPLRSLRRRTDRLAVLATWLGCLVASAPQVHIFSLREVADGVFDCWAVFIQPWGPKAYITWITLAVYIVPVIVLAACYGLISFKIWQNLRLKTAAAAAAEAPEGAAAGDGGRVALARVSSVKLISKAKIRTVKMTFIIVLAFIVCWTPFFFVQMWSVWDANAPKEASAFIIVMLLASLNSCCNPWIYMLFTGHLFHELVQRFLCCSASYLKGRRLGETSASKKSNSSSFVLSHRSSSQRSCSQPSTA
#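 Measured by – Fluo-8 calcium dye fluorescence · Test system – human OTR in CHO cells · Dosing – one concentration, 3.0 µM compound · Controls – EC15 oxytocin alone as 0%, 75 nM oxytocin as 100% · Evaluation – normalized max/min fluorescence ratio, % activation · Timing – 6 min pre-incubation, 100 s read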
# CHO-K1 Ca ag = nonselective activator or artifact in parental CHO-K1 cells; Fluo-8 calcium fluorescence; scaled to maximal ATP response, vehicle zero; activation, % at 3 µM; 0.48% of 360,000 active; in the data active means activation above about 15%;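 further: untransfected CHO-K1 host cells lacking M1 receptor as counterscreen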
# Starred values were filed as active, the others as inactive; . = not tested or not shown. The list is partial; the hit share may differ from the screen's.
# Letter code: A = M1 ag; B = CHRM4 agonist; C = CHO parental Ca; D = CHRM4 antagonist; E = M1 PAM; F = M1 antag; G = CHO-K1 Ca antag; H = OXTR potentiator; I = CHO-K1 Ca ag
> CC(C)(C)n1cc(C(=O)c2ccc3ccccc3c2O)cn1
  A: -4; B: 4; C: -4; D: -5; E: 2; F: 4; G: -9; H: -6; I: 1.2
> COC(=O)C1=C(c2cccc(OCc3ccccc3)c2)C[C@@H]2CC[C@H]1N2C(=O)NCc1cccc(OC)c1
  A: -7; B: 4; C: -15; D: -11; E: 2; F: -4; G: -13; H: -7; I: 0.8
> C=C1C(=O)O[C@@H]2C[C@@H](C)[C@H]3C=CC(=O)[C@]3(O)C[C@@H]12
  A: 2; B: 1; C: -6; D: -9; E: 0; F: -1; G: -20; H: -4; I: 0.1
> O=C(N=Nc1c(O)[nH]c(=O)[nH]c1=O)C1COc2ccccc2O1 (configuration not stated)
  A: -7; B: 1; C: 3; D: 6; E: -3; F: 4; G: 12; H: -16; I: -0.3
> COC(=O)C1=C(c2ccc(F)cc2OCc2ccccc2)C[C@@H]2CC[C@H]1N2C(=O)NCCc1ccc(F)cc1
  A: -6; B: 4; C: -26; D: 3; E: -3; F: -12; G: -21; H: -6; I: 1.1
> CC(=Nc1ccc2c(c1)CCC2)c1c(O)n(C)c(=O)n(C)c1=O
  A: -4; B: 1; C: -12; D: 4; E: 11; F: -16; G: 9; H: -8; I: 0.1
> CCCC[C@@H](C)C[C@@H](C)C(=O)N(C)[C@@H](CC(C)C)C(=O)N[C@H](C(=O)N(C)[C@H](C(=O)N1C[C@@H](O)C[C@H]1C(=O)N1C(=O)C=C[C@@H]1C)C(C)C)C(C)OC(C)=O (some centres not stated)
  A: -8; B: 0; C: -24; D: 14; E: 12; F: -7; G: -18; H: -5; I: -0.5
> Fc1ccccc1N1CCN(Cc2ccc3c(c2)OCO3)CC1
  A: -7; B: -1; C: -11; D: -1; E: 3; F: -4; G: 11; H: 1; I: 0.1
> CCN(CC)C(=O)c1ccc(N2C(=O)C3CC=C(Cl)CC3C2=O)cc1 (configuration not stated)
  A: -2; B: 1; C: -13; D: -7; E: 2; F: -5; G: -3; H: -11; I: 0.2
> CCOC(=O)c1c(C)n(Cc2ccccc2)c2ccc(OCC(O)CNC(C)(C)C)cc12 (configuration not stated)
  A: -4; B: 7; C: -13; D: -3; E: 17; F: -17; G: -9; H: -13; I: 6.4
> COc1ccc2c3c1OC1C(O)C=CC4C(C2)[N+](C)(C)CCC341 (configuration not stated)
  A: -7; B: 19; C: 2; D: 14; E: -15; F: 29; G: -1; H: -2; I: 4.8
> O=P1(NCc2ccco2)COc2ccccc2OC1
  A: -2; B: 1; C: 0; D: 5; E: 9; F: -14; G: -4; H: -6; I: 0.4
> COc1ccc(-n2c(-c3ccccc3[N+](=O)[O-])nc3ccccc3c2=O)cc1
  A: -5; B: 1; C: .; D: -5; E: -2; F: 4; G: 11; H: .; I: 0.7
> O=C1CSC2N1CCNC21CCCCC1 (configuration not stated)
  A: -3; B: 0; C: -9; D: 7; E: 4; F: 0; G: 1; H: -3; I: 2.2
> O=c1[nH]c(=S)n(Cc2ccc(F)cc2)c(O)c1/C=N/N1CCCCC1
  A: 27*; B: 0; C: -8; D: 4; E: -9; F: 14; G: -3; H: -3; I: 0.6
> COC(=O)C1=C(c2ccc(OC(F)(F)F)cc2)C[C@@H]2CC[C@H]1N2C(=O)NCC1CC1
  A: -5; B: 5; C: -21; D: 4; E: 2; F: 4; G: -15; H: -2; I: 2.4
> c1ccc(C2N3CCCN23)cc1 (configuration not stated)
  A: -4; B: 0; C: -1; D: -9; E: 4; F: -9; G: 9; H: -1; I: 0.1
> Cc1cccc(N2C(=O)/C(=C/c3ccc(CN(CCC#N)S(C)(=O)=O)o3)C(=O)NC2=S)c1
  A: -2; B: 1; C: -6; D: 2; E: -1; F: -10; G: -1; H: -17; I: 0.6
> CCOC(=O)Cc1csc(NC(=O)c2c(O)c3ccccc3n(CCC(C)C)c2=O)n1
  A: -2; B: 0; C: -18; D: -2; E: 5; F: 2; G: 19; H: -6; I: -0.3
> C/C(=N\NC(N)=O)c1c(O)n(C)c(=O)n(C)c1=O
  A: -3; B: 1; C: 35*; D: 2; E: 11; F: -13; G: 0; H: 0; I: -0.2
> CN(C)C(=S)SSC(=S)N(C)C
  A: -5; B: 3; C: 8; D: 13; E: -17; F: -11; G: 5; H: -5; I: 0.4
> CC(C)CC(NC(=O)CCCNC(=O)CCC(=O)OC1O[C@H]2OC3(C)CC[C@H]4[C@H](C)CCC(C1C)C24OO3)C(=O)O (some centres not stated)
  A: -3; B: 1; C: 2; D: -23; E: 10; F: -13; G: -7; H: -13; I: -0.6
> CCS(=O)(=O)NCc1nnc2n1-c1ccc(Cl)cc1C(c1ccccc1)=NC2
  A: -5; B: 1; C: 15; D: -17; E: 7; F: -6; G: 9; H: -9; I: -0.2
> O=C1NC(=O)N(c2ccccc2F)C(=O)/C1=C/c1ccc(Oc2ccc([N+](=O)[O-])cn2)cc1
  A: -7; B: 1; C: 2; D: 1; E: 13; F: -11; G: 0; H: -1; I: 0.3
> NCc1cc(=O)[nH]o1
  A: -2; B: 0; C: -3; D: -8; E: 11; F: -37; G: -5; H: -4; I: 0.2

# Brought forward from above: four entries, followed by the next part.
# Letter code: A = M1 ag; B = CHRM4 agonist; C = CHO parental Ca; D = CHRM4 antagonist; E = M1 PAM; F = M1 antag; G = CHO-K1 Ca antag; H = OXTR potentiator; I = CHO-K1 Ca ag
> CC(C)CC(NC(=O)CCCNC(=O)CCC(=O)OC1O[C@H]2OC3(C)CC[C@H]4[C@H](C)CCC(C1C)C24OO3)C(=O)O (some centres not stated)
  A: -3; B: 1; C: 2; D: -23; E: 10; F: -13; G: -7; H: -13; I: -0.6
> CCS(=O)(=O)NCc1nnc2n1-c1ccc(Cl)cc1C(c1ccccc1)=NC2
  A: -5; B: 1; C: 15; D: -17; E: 7; F: -6; G: 9; H: -9; I: -0.2
> O=C1NC(=O)N(c2ccccc2F)C(=O)/C1=C/c1ccc(Oc2ccc([N+](=O)[O-])cn2)cc1
  A: -7; B: 1; C: 2; D: 1; E: 13; F: -11; G: 0; H: -1; I: 0.3
> NCc1cc(=O)[nH]o1
  A: -2; B: 0; C: -3; D: -8; E: 11; F: -37; G: -5; H: -4; I: 0.2
> CC1(C)CC2CCC(O)C2C(CCO)N1 (configuration not stated)
  A: -1; B: 0; C: .; D: 8; E: 4; F: -8; G: -2; H: .; I: 0.4
> O=S(=O)(NC1CCCCC1)OCC(Cl)(Cl)Cl
  A: -9; B: 0; C: -11; D: -3; E: -5; F: 3; G: -16; H: -8; I: -0.2
> Cc1[nH]c2ccccc2c1/C=N/O
  A: -5; B: 2; C: -1; D: 2; E: -1; F: 3; G: -8; H: 0; I: 0.6
> COc1cccc(OC)c1C(=O)Nc1nc(N)n(-c2ccccc2)n1
  A: -5; B: 1; C: 3; D: 7; E: 3; F: 0; G: 9; H: -5; I: -0.1
> CC(=O)O[C@H]1CC[C@@]2(C)C(=CC[C@@H]3[C@@H]2CC[C@]2(C)C(=O)CC[C@@H]32)C1
  A: -5; B: 2; C: -4; D: 4; E: -4; F: -33; G: -10; H: -9; I: -0.1
> Cc1ccc(S(=O)(=O)NCC2CCC(C(=O)N3CCC4(CC3)OCCO4)CC2)cc1 (configuration not stated)
  A: -2; B: 2; C: 10; D: 8; E: -5; F: -3; G: -7; H: -10; I: 0.5
> CC(=NCCCN1CCOCC1)c1c(O)[nH]c(=O)[nH]c1=O
  A: -4; B: 0; C: 5; D: 3; E: 4; F: -2; G: 3; H: 0; I: 0.2
> O=C(c1ccc2c(c1)OCO2)N1CCC2(CC1)OCCO2
  A: -3; B: 1; C: -1; D: 1; E: 0; F: 0; G: -13; H: 4; I: 0.1
> Cc1ncc(C(=O)O)n1C(C)c1ccccc1 (configuration not stated)
  A: -1; B: 0; C: .; D: -6; E: -5; F: 3; G: 2; H: .; I: 0.1
> CCOC(=O)c1c(/N=C/c2c(O)n(-c3ccccc3F)c(=S)[nH]c2=O)sc2c1CCCC2
  A: -2; B: 1; C: -16; D: -7; E: 5; F: -6; G: -2; H: -2; I: 0.6
> C[C@]12CC[C@H]3[C@@H](CCC4=CC(=O)CC[C@@]43O)[C@@H]1CCC2=O
  A: -5; B: 2; C: 4; D: -10; E: 3; F: 5; G: -9; H: -4; I: 1.5
> CNCCc1c[nH]c2ccccc12
  A: -3; B: 1; C: -5; D: -11; E: 8; F: -31; G: 9; H: -6; I: 1.0
> O=c1[nH]c(=O)n(Cc2ccccc2)c(O)c1C=NCCCn1ccnc1
  A: -4; B: 2; C: -8; D: -5; E: 8; F: -9; G: -8; H: -16; I: 1.3
> CN(C)CCN=Cc1c(O)n(-c2cccc3ccccc23)c(=O)[nH]c1=O
  A: -6; B: -1; C: -8; D: -2; E: -6; F: 21; G: 7; H: 3; I: 0.0
> O=C(Nc1ccccc1)c1c(O)[nH]c(=O)[nH]c1=O
  A: -4; B: 2; C: 9; D: -2; E: 1; F: -5; G: -4; H: -5; I: -0.1
> COC(=O)C1=C(c2cccc(C#N)c2)C[C@@H]2CC[C@H]1N2C(=O)N1CCCC1
  A: -4; B: 3; C: -5; D: -3; E: 0; F: 4; G: -8; H: -2; I: 0.2
> O=C(COc1ccc(Cl)cc1)N1CCN(C2CCCC2)CC1
  A: -11; B: 1; C: -6; D: 12; E: -1; F: 2; G: -13; H: 5; I: -0.1
> CCOP1(=S)Oc2cc3c(cc2C(C(=O)OC)(C(F)(F)F)O1)OCO3 (configuration not stated)
  A: -3; B: 2; C: -6; D: 1; E: 0; F: 5; G: 10; H: 1; I: -0.2
> CC(=O)NCCc1c[nH]c2ccccc12
  A: -3; B: 2; C: -9; D: -17; E: -3; F: -2; G: -3; H: 9; I: 0.3
> COC(=O)C1=C(c2c(C)noc2C)C[C@@H]2CC[C@H]1N2C(=O)N1CCC(O)CC1
  A: -3; B: 1; C: -7; D: 9; E: -9; F: 9; G: 1; H: -4; I: -0.5
> C(=NN1CCCCCC1)c1c[nH]c2ccccc12
  A: -3; B: 2; C: .; D: 10; E: -9; F: 18; G: -12; H: .; I: 0.9

# Three structures already listed, ordered by length of the SMILES, highest first:
# Letter code: A = M1 ag; B = CHRM4 agonist; C = CHO parental Ca; D = CHRM4 antagonist; E = M1 PAM; F = M1 antag; G = CHO-K1 Ca antag; H = OXTR potentiator; I = CHO-K1 Ca ag
> C[C@]12CC[C@H]3[C@@H](CCC4=CC(=O)CC[C@@]43O)[C@@H]1CCC2=O
  A: -5; B: 2; C: 4; D: -10; E: 3; F: 5; G: -9; H: -4; I: 1.5
> CN(C)CCN=Cc1c(O)n(-c2cccc3ccccc23)c(=O)[nH]c1=O
  A: -6; B: -1; C: -8; D: -2; E: -6; F: 21; G: 7; H: 3; I: 0.0
> CNCCc1c[nH]c2ccccc12
  A: -3; B: 1; C: -5; D: -11; E: 8; F: -31; G: 9; H: -6; I: 1.0
